From PubChem BioAssay
GLS inhibitor = glutaminase GLS (human) inhibition; O94925; GLS enzymatic activity, qHTS titration; Potency, µM (series often up to 45.5 µM), without a hit: at the top dose activity change, negative = inhibition, most hits filed as inhibitors; 410,000 tested, 0.21% active
Target sequence (O94925 whole entry, looked up): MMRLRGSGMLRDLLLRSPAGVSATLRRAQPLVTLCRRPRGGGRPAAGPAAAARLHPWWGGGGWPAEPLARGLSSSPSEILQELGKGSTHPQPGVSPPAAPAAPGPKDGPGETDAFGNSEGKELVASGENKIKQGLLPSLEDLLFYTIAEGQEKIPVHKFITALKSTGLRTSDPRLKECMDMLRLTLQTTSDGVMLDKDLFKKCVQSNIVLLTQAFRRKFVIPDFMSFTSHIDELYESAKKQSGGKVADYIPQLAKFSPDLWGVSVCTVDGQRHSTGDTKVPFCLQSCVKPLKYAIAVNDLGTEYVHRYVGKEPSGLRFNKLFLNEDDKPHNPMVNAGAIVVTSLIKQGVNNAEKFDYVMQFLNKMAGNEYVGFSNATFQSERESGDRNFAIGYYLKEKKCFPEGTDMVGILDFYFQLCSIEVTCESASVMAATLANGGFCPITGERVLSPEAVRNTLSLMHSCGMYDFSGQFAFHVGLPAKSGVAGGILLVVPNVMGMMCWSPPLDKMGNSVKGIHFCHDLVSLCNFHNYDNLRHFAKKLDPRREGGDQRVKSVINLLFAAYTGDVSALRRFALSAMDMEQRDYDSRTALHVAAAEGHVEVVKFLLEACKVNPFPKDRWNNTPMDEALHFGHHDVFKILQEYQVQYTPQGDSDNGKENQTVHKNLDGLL
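hKGA in 45 mM KH2PO4 pH 8.2, 0.02% Tween-20 with pin-transferred compounds; 1 mM L-glutamine (stock) plus glutamate oxidase/HRP/Amplex Red coupling added. Fluorescence read initially and after 30 min at RT.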
PGK inhibitor = T. brucei PGK inhibition. P07378. PGK/GAPDH coupled, Kinase-Glo luminescence, 60 min. Potency, µM (top dose mostly 57.5 µM), without a hit: at the top dose activity change, negative = inhibition, hits mostly inhibitors. 380,000 tested, 0.043% active. AID 602233; note: nearly all actives have a fitted effect of over 60% in size
Target sequence (P07378 whole entry, looked up): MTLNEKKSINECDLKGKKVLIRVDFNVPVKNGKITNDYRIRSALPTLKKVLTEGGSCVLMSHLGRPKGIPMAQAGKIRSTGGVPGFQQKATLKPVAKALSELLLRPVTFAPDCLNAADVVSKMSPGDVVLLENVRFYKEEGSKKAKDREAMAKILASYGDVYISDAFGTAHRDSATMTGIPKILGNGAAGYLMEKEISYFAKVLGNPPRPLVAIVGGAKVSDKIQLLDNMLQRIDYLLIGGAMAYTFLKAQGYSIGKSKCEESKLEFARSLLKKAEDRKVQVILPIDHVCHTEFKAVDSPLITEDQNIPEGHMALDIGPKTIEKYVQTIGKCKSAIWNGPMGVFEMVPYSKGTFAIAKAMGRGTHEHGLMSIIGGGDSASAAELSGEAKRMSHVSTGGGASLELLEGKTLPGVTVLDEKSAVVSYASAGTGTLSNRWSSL
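Recombinant glycosomal PGK reaction used 1,3-bisphosphoglycerate generated in-well by GAPDH (100nM final) in 100mM TEA pH 7.6, 5mM MgCl2, 0.01% Tween-20. After 60 minutes at room temperature, ATP was read by Kinase-Glo Plus luminescence end-point.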
12-LOX inh = inhibitors of human 12S-lipoxygenase ALOX12. P18054. purified 12hLO, xylenol orange hydroperoxide absorbance. Potency, µM (titrated, usually from 108 µM), for the others: top-dose activity change, negative = inhibition, usual class: inhibitors. 580,000 tested, 1.1% active. AID 1671190
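Hydroperoxide product was detected by ferrous iron/xylenol orange as the 573 to 405 nm absorbance ratio. Arachidonic acid at 40 uM (final) was turned over for 30 min at room temperature by 150 nM human 12hLO, pH 7.0 Hepes buffer, after 15 min compound preincubation.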
An asterisk follows results filed as active; [ ] = another dose, or the depositor's remark. Calls come from the whole dose curve; as a rule, active = well fitted curve in the direction sought with a large enough effect; inconclusive = small, poorly fitted or top-dose-only effect, or another doubt; inactive = no such curve, though single readings can be large; an effect the other way counts as inactive or inconclusive. % is set by controls: 0 for no effect and ±100 for the full control effect; potency is the fitted concentration of half-maximal effect. These rows are one share of the data. The share of hits here may be higher or lower than overall.

For CC(OC(=O)[C@H](C)N=C1NS(=O)(=O)c2ccccc21)C(=O)Nc1ccc(F)c(F)c1F (stereo partly drawn) the results were GLS inhibitor 2%, PGK inhibitor -6% and 12-LOX inh 0%.
`O=C(COC(=O)C1CC(=O)N(Cc2ccccc2)C1)Nc1ccc([N+](=O)[O-])cc1Br` (stereo not drawn) gave GLS inhibitor 5%, PGK inhibitor -12% and 12-LOX inh -27%.
Screening C[C@@H]1CN([C@H](C)CO)C(=O)c2cc(Br)cnc2O[C@H]1CN(C)C(=O)c1ccccc1 returned GLS inhibitor -8%, PGK inhibitor -10% and 12-LOX inh inconclusive.
`CCc1cccc(CC)c1N1C(=O)CSCC1=O` gave GLS inhibitor 0%, PGK inhibitor -10% and 12-LOX inh -5%.
O=C(Cc1ccc([N+](=O)[O-])cc1)NCCS(=O)(=O)N1CCN(c2ccccc2)CC1 was read as GLS inhibitor 1%, PGK inhibitor -8% and 12-LOX inh 21%.
`COc1ccc(CCNC(=O)COC(=O)C2=NNC(=O)CC2)cc1` gave GLS inhibitor 1%, PGK inhibitor 4% and 12-LOX inh 6%.
Screening C[C@H](NC(=O)c1ncn2c1C(=O)NC[C@H]2C)c1ccccc1 returned GLS inhibitor 0%, PGK inhibitor -2% and 12-LOX inh -6%.
Screening O=C(NCc1ccccn1)C1CCN(C2CCN(Cc3cccc(F)c3)CC2)CC1 returned GLS inhibitor -9%, PGK inhibitor inactive and 12-LOX inh 4%.
`Cc1ccc(S(=O)(=O)N(C)C[C@@H]2OCc3cnnn3CCCC(=O)N([C@H](C)CO)C[C@@H]2C)cc1` gave GLS inhibitor 0%, PGK inhibitor -7% and 12-LOX inh -21%.
Screening C/C(Nc1ccc(Cl)c(Cl)c1)=C1/CCOC1=O returned GLS inhibitor 2%, PGK inhibitor -5% and 12-LOX inh -8%.
Screening CC1(C)CC2(C)CC(=O)C1C(C(=O)O)C2C(=O)O (stereo not drawn) returned GLS inhibitor 3%, PGK inhibitor 4% and 12-LOX inh -5%.
COc1cc2c(cc1OC)CN(C(=O)CSC1=NCCS1)CC2 was read as GLS inhibitor -1%, PGK inhibitor -4% and 12-LOX inh 10%.
Screening CN(C)c1ncnc2c1nnn2C1OC(CO)C(O)C1O (stereo not drawn) returned GLS inhibitor 2%, PGK inhibitor -1% and 12-LOX inh 18%.
For CN(CC(=O)N/N=C/c1ccc(F)cc1)S(=O)(=O)c1ccccc1 the results were GLS inhibitor -2%, PGK inhibitor 0% and 12-LOX inh 4%.
For CCc1ccccc1NC(=O)CCC(=O)N1CCN(C(C)=O)CC1 the results were GLS inhibitor -1%, PGK inhibitor -6% and 12-LOX inh -23%.

No new results follow: an excerpt of the list.
Screening O=C(NCc1ccccn1)C1CCN(C2CCN(Cc3cccc(F)c3)CC2)CC1 returned GLS inhibitor -9%, PGK inhibitor inactive and 12-LOX inh 4%.
`Cc1ccc(S(=O)(=O)N(C)C[C@@H]2OCc3cnnn3CCCC(=O)N([C@H](C)CO)C[C@@H]2C)cc1` gave GLS inhibitor 0%, PGK inhibitor -7% and 12-LOX inh -21%.
Screening C/C(Nc1ccc(Cl)c(Cl)c1)=C1/CCOC1=O returned GLS inhibitor 2%, PGK inhibitor -5% and 12-LOX inh -8%.

(next part)
Screening O=C(COC(=O)c1ccc(O)cc1)Nc1cc(S(=O)(=O)N2CCCCCC2)ccc1Cl returned GLS inhibitor -1%, PGK inhibitor 7% and 12-LOX inh 0%.
For COc1ccc(NC(=O)CN(C)C(=O)c2ccc(S(=O)(=O)N3CCOCC3)cc2)cc1 the results were GLS inhibitor -9%, PGK inhibitor -4% and 12-LOX inh -22%.
`Cc1ccc2c(c1)CO[C@]21O[C@H](CCO)C[C@H](O)[C@H]1O` gave GLS inhibitor -8%, PGK inhibitor -8% and 12-LOX inh 4%.
For CCN(CC)C(=O)C1=C(C)N(CCCOC)C(=O)C(CC(=O)NCc2ccco2)C1 (stereo not drawn) the results were GLS inhibitor -1%, PGK inhibitor 7% and 12-LOX inh 15%.
`CCCCCC(=O)N1C[C@H](O)[C@@H](n2cc(C3CC3)nn2)C[C@@H]1c1ccc(Cl)cc1` gave GLS inhibitor -8%, PGK inhibitor -3% and 12-LOX inh inconclusive.
`COCCn1c(SCC(=O)N2CCCC2)nc2c(c1=O)SCC2` gave GLS inhibitor 4%, PGK inhibitor -9% and 12-LOX inh -3%.
For COc1cccc2sc(=NC(=O)CS(=O)(=O)c3ccccc3)n(C)c12 the results were GLS inhibitor -1%, PGK inhibitor 2% and 12-LOX inh -15%.
CCOC(=O)C1c2cccc(O)c2CCN1C(C)=O (stereo not drawn) was read as GLS inhibitor 12%, PGK inhibitor -4% and 12-LOX inh -23%.
`O=S(=O)(Nc1ccc(NS(=O)(=O)c2ccccc2)c2ccccc12)c1ccccc1` gave GLS inhibitor 52%[activator], PGK inhibitor -2% and 12-LOX inh -19%.
For O=C(Nc1ccn(CCCN2CCN(Cc3ccc(F)cc3)CC2)c(=O)n1)OCc1ccccc1 the results were GLS inhibitor -1%, PGK inhibitor -1% and 12-LOX inh -19%.
Screening Cc1ccc(CCN2CC(C(=O)NC3CCC(C)CC3)CC2=O)cc1 (stereo not drawn) returned GLS inhibitor -8%, PGK inhibitor -6% and 12-LOX inh -19%.
For COc1cccc(/C=N/NC(=O)c2nnn(-c3nonc3N)c2CN(C)C2CCCCC2)c1 the results were GLS inhibitor -2%, PGK inhibitor 0% and 12-LOX inh 19%.
`O=C(C[C@H]1C(=O)N(CCc2ccccc2)C[C@@H]1Cc1ccccc1)Nc1ccc(Br)cc1` gave GLS inhibitor -3%, PGK inhibitor -7% and 12-LOX inh -16%.
C[C@H](CO)N1C[C@H](C)[C@@H](CN(C)S(=O)(=O)c2cccc(F)c2)OCc2cnnn2CCCC1=O was read as GLS inhibitor 0%, PGK inhibitor 3% and 12-LOX inh 22%.
CC(C)CCC(=O)Nc1cc(S(=O)(=O)N2CCOCC2)ccc1N1CCCC1 was read as GLS inhibitor 15%, PGK inhibitor -9% and 12-LOX inh -1%.

4 compounds already listed, sorted by count of non-hydrogen atoms, high to low.
For O=C(Nc1ccn(CCCN2CCN(Cc3ccc(F)cc3)CC2)c(=O)n1)OCc1ccccc1 the results were GLS inhibitor -1%, PGK inhibitor -1% and 12-LOX inh -19%.
`CCCCCC(=O)N1C[C@H](O)[C@@H](n2cc(C3CC3)nn2)C[C@@H]1c1ccc(Cl)cc1` gave GLS inhibitor -8%, PGK inhibitor -3% and 12-LOX inh inconclusive.
CC(C)CCC(=O)Nc1cc(S(=O)(=O)N2CCOCC2)ccc1N1CCCC1 was read as GLS inhibitor 15%, PGK inhibitor -9% and 12-LOX inh -1%.
Screening Cc1ccc(CCN2CC(C(=O)NC3CCC(C)CC3)CC2=O)cc1 (stereo not drawn) returned GLS inhibitor -8%, PGK inhibitor -6% and 12-LOX inh -19%.

More records follow.
For COC1OC2COC(c3ccccc3)OC2C(NC(C)=O)C1OC(C)=O (stereo not drawn) the results were GLS inhibitor -3%, PGK inhibitor 1% and 12-LOX inh 8%.
`CC(=O)N(C)C[C@@H]1Oc2ncc(C#Cc3ccc(F)cc3)cc2C(=O)N([C@@H](C)CO)C[C@H]1C` gave GLS inhibitor 4%, PGK inhibitor 2% and 12-LOX inh -153%.
COc1ccc([C@H]2C[C@H](n3cc(COC(=O)c4ccccc4)nn3)[C@@H](O)CN2Cc2cccs2)cc1 was read as GLS inhibitor 2%, PGK inhibitor -6% and 12-LOX inh inconclusive.
For CNC(=O)C[C@H]1C(=O)N(Cc2ccccc2)C[C@@H]1C the results were GLS inhibitor -7%, PGK inhibitor -4% and 12-LOX inh 0%.
O=C(Nc1nnc(-c2ccco2)o1)c1ccc(Br)s1 was read as GLS inhibitor 6%, PGK inhibitor -4% and 12-LOX inh -4%.
For CCN1C(=O)[C@H]2[C@@H](c3ccc(OC)cc3)N[C@]3(CCCN(Cc4ccc(C)cc4)C3=O)[C@H]2C1=O the results were GLS inhibitor 0%, PGK inhibitor -3% and 12-LOX inh inconclusive.
O=C1OC(Cc2ccccc2)(c2ccccc2)c2ccccc21 (stereo not drawn) was read as GLS inhibitor -3%, PGK inhibitor 4% and 12-LOX inh 10%.
For COc1c2c(c(OC)c3ccccc13)[C@@]1(OC2)O[C@H](CCO)C[C@H](O)[C@H]1O the results were GLS inhibitor 1%, PGK inhibitor -8% and 12-LOX inh 0%.
CSc1ncnc2c1ncn2CCCNCc1ccccc1 was read as GLS inhibitor 0%, PGK inhibitor -3% and 12-LOX inh -5%.
For COc1ccc([C@H]2CN(c3ccccc3)C(=O)[C@@H]2CC(=O)Nc2ccccc2)cc1 the results were GLS inhibitor 1%, PGK inhibitor 3% and 12-LOX inh 2%.
Cc1ccc(NC(=O)c2cc(S(=O)(=O)N3CCCCC3)ccc2N2CCOCC2)cc1 was read as GLS inhibitor 0%, PGK inhibitor -9% and 12-LOX inh -1%.
For CC1=NN(c2ccccc2)C(=O)C1C(=S)SC1CC(=O)NC1=O (stereo not drawn) the results were GLS inhibitor 12%, PGK inhibitor -5% and 12-LOX inh inconclusive.
Screening CC(=NNC(N)=O)C1CC2CCC1CC2 (stereo not drawn) returned GLS inhibitor 8%, PGK inhibitor -1% and 12-LOX inh 13%.
Screening COc1ccc(NC(=O)C[C@H]2C(=O)N(Cc3ccccc3)C[C@@H]2c2ccc(OC)cc2)cc1 returned GLS inhibitor -1%, PGK inhibitor 8% and 12-LOX inh 8%.
`Cc1ccc(OCCCC(=O)N(C)CC(=O)Nc2c(C)cccc2C)cc1` gave GLS inhibitor 19%, PGK inhibitor 2% and 12-LOX inh -13%.
Cc1ccc([C@H]2C[C@H](n3cc(COC(=O)c4ccccc4)nn3)[C@@H](O)CN2Cc2cccs2)cc1 was read as GLS inhibitor 9%, PGK inhibitor 7% and 12-LOX inh inconclusive.
Screening O=C(CC1CC2CCC1C2)N1CCN(S(=O)(=O)c2ccc(C(F)(F)F)cc2)CC1 (stereo not drawn) returned GLS inhibitor -3%, PGK inhibitor -6% and 12-LOX inh -1%.
CCOC(=O)c1c(C)[nH]c(C(=O)N(C)CC(=O)Nc2ccc(OCC)c(OCC)c2)c1C was read as GLS inhibitor 0%, PGK inhibitor 9% and 12-LOX inh 1%.
For CN(CC(=O)Nc1ccc(Cl)c(C(F)(F)F)c1)C(=O)C1CC(=O)N(c2ccc3c(c2)OCCO3)C1 (stereo not drawn) the results were GLS inhibitor 0%, PGK inhibitor -10% and 12-LOX inh -7%.
CC(C#N)(NC(=O)CN1CCN(S(=O)(=O)c2cccc(F)c2)CC1)C1CC1 (stereo not drawn) was read as GLS inhibitor 0%, PGK inhibitor inactive and 12-LOX inh 2%.
For Nc1cc(C(=O)N2CCN(c3ccccc3Cl)CC2)ccc1N1CC2CC(C1)c1cccc(=O)n1C2 (stereo not drawn) the results were GLS inhibitor 18%, PGK inhibitor -4% and 12-LOX inh -4%.
`N#CC(=C1C=C(Br)C(=NO)C=C1Cl)c1ccc(Cl)cc1` gave GLS inhibitor -12%, PGK inhibitor inactive and 12-LOX inh inconclusive.
`C=C(C)C(=O)Nc1ccc2nn(-c3ccccc3O)nc2c1` gave GLS inhibitor -2%, PGK inhibitor inactive and 12-LOX inh inconclusive.
For CC1Cc2nc(SCC(=O)N3CCCCC3)n(C)c(=O)c2S1 (stereo not drawn) the results were GLS inhibitor 2%, PGK inhibitor -6% and 12-LOX inh -2%.
`O=C1NC(Cc2ccccc2)c2nc3ccc(Br)cc3c(=O)n2-c2cc3ccccc3cc21` (stereo not drawn) gave GLS inhibitor -5%, PGK inhibitor 0% and 12-LOX inh inconclusive.
Screening C[C@H](CO)N1C[C@H](C)[C@H](CN(C)C(=O)Nc2cccc3ccccc23)OCc2cnnn2CCCC1=O returned GLS inhibitor -2%, PGK inhibitor 10% and 12-LOX inh 1%.
Screening CN(c1ccccc1)S(=O)(=O)c1cc(C(=O)NCc2ccco2)ccc1Cl returned GLS inhibitor 0%, PGK inhibitor -6% and 12-LOX inh -6%.
For CC(=O)NCC1(c2ccccc2)CCN(CCCC(=O)c2ccc(F)cc2)CC1 the results were GLS inhibitor 0%, PGK inhibitor -6% and 12-LOX inh -6%.
For C=CCn1c(SCC(=O)Nc2cc(C)on2)nc2ccccc21 the results were GLS inhibitor 1%, PGK inhibitor -1% and 12-LOX inh 12%.
Screening CCN(CC)C(=O)C1=C(C)N(Cc2ccc(OC)cc2)C(=O)C(CC(=O)NCCCCc2ccccc2)C1 (stereo not drawn) returned GLS inhibitor 2%, PGK inhibitor -1% and 12-LOX inh -9%.
For O=S(=O)(c1ccccc1)N1CCN(CCOc2ccc(F)cc2)CC1 the results were GLS inhibitor -4%, PGK inhibitor -6% and 12-LOX inh -26%.
O=C(NC(Cc1nn[nH]n1)C(=O)OCc1ccccc1)OCc1ccccc1 (stereo not drawn) was read as GLS inhibitor 7%, PGK inhibitor -1% and 12-LOX inh 7%.
For Cc1ccc(NC(=O)CN(C)C(=O)C2CSC3(C)CCC(=O)N23)cc1 (stereo not drawn) the results were GLS inhibitor -1%, PGK inhibitor -4% and 12-LOX inh inconclusive.
